Bcl-2 Bim block – inhibitors of Bim-Bcl-2 binding, primary screen, biochemical, multiplexed, human Bcl-2 family; Apoptosis regulator Bcl-2 (Homo sapiens), P10415; AID 950, 2007; Bead-based flow cytometry, Bim peptide-Bcl-2 binding; inhibition, % at 10 µM; actives 0.06% (n = 190,000); in the data active = inhibition above about 40%; inconclusive = no clear call, values can overlap the other calls;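 note: 0% = no compound wells with probe peptide and 100% = reference peptide inhibitor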
Target sequence (P10415 whole entry, looked up): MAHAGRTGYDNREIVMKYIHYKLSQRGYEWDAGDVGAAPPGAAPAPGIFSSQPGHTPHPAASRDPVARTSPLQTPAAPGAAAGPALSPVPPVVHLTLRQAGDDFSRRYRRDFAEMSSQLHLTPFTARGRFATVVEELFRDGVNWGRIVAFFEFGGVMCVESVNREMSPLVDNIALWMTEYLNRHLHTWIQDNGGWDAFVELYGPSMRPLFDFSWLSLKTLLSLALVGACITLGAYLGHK
Mcl1 Noxa PPI – Mcl-1/Noxa binding inhibitors, primary screen, biochemical, TR-FRET, 1536-well. TR-FRET Mcl-1/Noxa peptide binding, 2 h. actives 1.5% (n = 220,000). Induced myeloid leukemia cell differentiation protein Mcl-1 (Homo sapiens), Q07820. inhibition, % at 21.7 µM;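 active = compounds that cut the protein-peptide binding signal by more than 50% relative to plate controls in a single-dose test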;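 note: His-tagged Mcl-1 with rhodamine Noxa BH3 peptide and terbium anti-His antibody; 0% = Mcl-1 plus Noxa peptide wells and 100% = peptide-only wells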
Bcl-W Bim block – inhibitors of Bim binding to Bcl-W, primary screen, biochemical, multiplexed, bead-based flow cytometry | inhibition, % at 10 µM | actives 0.02% (n = 190,000) | Bcl-2-like protein 2 (Homo sapiens), Q92843 | Bim peptide-Bcl-W binding | AID 952, 2007;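 note: 0% = bound tracer without compound and 100% = peptide blocker; higher means less fluorescent Bim peptide bound to Bcl-W beads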
RGS7-Gao – RGS7-Galphao binding modulators, primary screen, biochemical, multiplexed bead flow cytometry; AID 1439, 2008; actives lie on both sides; actives 0.35% (n = 220,000); binding response (% of control), % at 10 µM; in the data active = binding response below about 49% or above about 150%; inconclusive = no clear call, values can overlap the other calls; inactive = in between;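 note: fluorescent Galphao held in activated GDP-AlF4 state binding bead-coupled RGS7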
Target sequence (P09471 whole entry, looked up): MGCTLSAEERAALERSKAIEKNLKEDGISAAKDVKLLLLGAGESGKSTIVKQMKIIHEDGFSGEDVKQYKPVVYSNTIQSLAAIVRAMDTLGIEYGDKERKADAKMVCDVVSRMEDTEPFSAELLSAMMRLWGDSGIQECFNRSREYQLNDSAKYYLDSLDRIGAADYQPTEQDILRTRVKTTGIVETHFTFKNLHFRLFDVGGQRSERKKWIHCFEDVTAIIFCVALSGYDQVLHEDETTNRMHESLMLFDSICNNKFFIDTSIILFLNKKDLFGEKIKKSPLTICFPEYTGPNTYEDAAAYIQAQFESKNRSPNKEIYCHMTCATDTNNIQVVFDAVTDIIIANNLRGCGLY
Bim-Mcl-1 – inhibitors of Bim peptide binding to Mcl-1, primary screen, biochemical, bead-based flow cytometry, multiplex | Induced myeloid leukemia cell differentiation protein Mcl-1 (Homo sapiens), Q07820 | Bim peptide-Mcl-1 binding | inhibition, % at 10 µM | actives 0.1% (n = 190,000) | AID 1009, 2008;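 note: 0% = no compound tracer wells and 100% = peptide blocker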
RGS8-Gao reg – RGS8-Galphao binding modulators, primary screen, biochemical, multiplexed bead flow cytometry; AID 1423, 2008; Guanine nucleotide-binding protein G(o) subunit alpha (Homo sapiens), P09471; actives 0.34% (n = 220,000); actives lie on both sides; response (percent of control binding), % at 10 µM; in the data active = response below about 60% or above about 140%; inactive = in between;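 note: Galphao activated as the GDP aluminium fluoride complex binding bead-coupled RGS8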
Bcl-XL Bim block – inhibitors of Bim-Bcl-XL binding, primary screen, biochemical, multiplexed, bead flow cytometry, human Bcl-XL. actives 0.04% (n = 190,000). inhibition, % at 10 µM. Bim peptide-Bcl-XL binding, fluorescence. AID 1007, 2008. Bcl-2-like protein 1 (Homo sapiens), Q07817
Target sequence (Q07817 whole entry, looked up): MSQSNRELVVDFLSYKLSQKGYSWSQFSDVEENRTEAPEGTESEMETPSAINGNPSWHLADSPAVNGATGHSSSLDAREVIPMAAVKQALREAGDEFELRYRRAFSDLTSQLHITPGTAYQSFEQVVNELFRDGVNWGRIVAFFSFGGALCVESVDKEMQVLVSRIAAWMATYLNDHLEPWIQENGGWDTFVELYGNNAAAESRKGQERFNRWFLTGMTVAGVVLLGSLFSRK
Bcl-B Bim block – inhibitors of Bim-Bcl-B binding, primary screen, biochemical, multiplexed, human Bcl-2 family | Bcl-2-like protein 10 (Homo sapiens), Q9HD36 | bead-based flow cytometry, Bim peptide-Bcl-B binding | inhibition, % at 10 µM | actives 0.073% (n = 190,000) | AID 951, 2007;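 note: 0% = tracer peptide without compound and 100% = reference inhibitor peptide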
Target sequence (Q9HD36 whole entry, looked up): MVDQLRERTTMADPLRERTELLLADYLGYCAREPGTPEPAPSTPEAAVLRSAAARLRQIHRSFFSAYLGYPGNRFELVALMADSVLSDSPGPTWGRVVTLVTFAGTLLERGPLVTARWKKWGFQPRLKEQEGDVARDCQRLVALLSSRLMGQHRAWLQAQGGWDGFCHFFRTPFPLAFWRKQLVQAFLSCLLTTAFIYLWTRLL
Bfl-1 Bim block – inhibitors of Bim binding to Bfl-1, primary screen, biochemical, multiplexed, bead-based flow cytometry; Bcl-2-related protein A1 (Homo sapiens), Q16548; Bim-Bfl-1 binding inhibition; inhibition, % at 10 µM; actives 0.12% (n = 190,000); AID 1008, 2008;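 note: 0% = wells without compound plus tracer and 100% = blocker peptide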
RGS4-Gao reg – modulators of RGS4 binding to Galphao, primary screen, biochemical, multiplexed bead flow cytometry; actives lie on both sides; Guanine nucleotide-binding protein G(o) subunit alpha (Homo sapiens), P09471; actives 0.33% (n = 220,000); binding response (% of control), % at 10 µM; in the data active = binding response below about 49% or above about 150%; inactive = in between;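 note: fluorescent Galphao activated with aluminum fluoride binding bead-coupled RGS4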
Mcl1-Bid inh – Mcl-1/Bid binding inhibitors, primary screen, biochemical, TR-FRET, 1536-well; TR-FRET Mcl-1/Bid-Dy647 peptide binding; Induced myeloid leukemia cell differentiation protein Mcl-1 (Homo sapiens), Q07820; AID 1021, 2008; actives 0.97% (n = 220,000); inhibition, % at 21.7 µM;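 active = compounds that cut the binding signal by more than half at the single screening dose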;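 note: His-tagged Mcl-1 with europium anti-His antibody binding Bid BH3 peptide; 0% = Mcl-1 plus peptide wells and 100% = peptide-only wells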
Starred values were filed as active, the others as inactive; ? = inconclusive; nt = not tested or not shown. Cut-off read from the data, not from the text of the source, unless noted: active = inhibition above about 40%.

Each structure is followed by: Bcl-2 Bim block	Mcl1 Noxa PPI	Bcl-W Bim block	RGS7-Gao	Bim-Mcl-1	RGS8-Gao reg	Bcl-XL Bim block	Bcl-B Bim block	Bfl-1 Bim block	RGS4-Gao reg	Mcl1-Bid inh
O=C(NCc1cccs1)c1ccc(Cl)s1
 : -4	0	-1	90	-2	93	0	1	-2	91	-9
COc1cccc(C(=O)n2c(SC)nc3cc4c(cc32)OCCO4)c1
 : 0	-1	-1	106	-2	101	-2	-2	-1	102	-29
O=C(C1c2ccccc2C(=O)N2CCc3ccccc3C12)N1CCN(Cc2ccccc2)CC1 (centres undefined)
 : -1	8	-1	99	0	103	-2	-2	0	101	-13
CC1CCN(C(=O)CSc2nc(N)c3c4c(sc3n2)CN(C)CC4)CC1
 : 0	38	0	103	-4	103	1	3	5	101	-2
COC(=O)CC1C(=O)NCCN1C(=S)NC(=O)C(c1ccccc1)c1ccccc1 (centres undefined)
 : -6	8	-7	97	-10	98	-9	-14	-5	98	-17
CC(C)(C)C1CCc2onc(C(=O)Nc3cnn(Cc4ccc(F)cc4)c3)c2C1 (centres undefined)
 : -4	14	-4	105	-2	96	0	-5	-3	99	-11
COc1cccc(C(=O)Nc2ccc(C(=O)NCC(C)C)cc2)c1
 : 0	10	-1	95	1	101	-2	-1	-3	98	-24
COc1ccccc1NC(=O)COC(=O)c1c[nH]c(=O)[nH]c1=O
 : nt	-10	nt	?	nt	105	nt	nt	nt	108	3
CS(=O)(=O)c1ccc2nc(NC(=O)Nc3cccc(Cl)c3)sc2c1
 : -8	-23	-4	134	-4	104	-5	-2	-5	130	-26
Nc1ccc2oc(-c3ccccn3)nc2c1
 : -3	18	-2	97	-5	99	-1	-1	0	100	-12
CC1(C)CC(=O)C(C=NCCN2CCN(C3CC(=O)N(c4ccc(Br)cc4)C3=O)CC2)=C(O)C1 (centres undefined)
 : 0	-22	-5	108	-3	102	-6	0	2	101	-12
Cc1cc(-c2ccc(/C=N/n3cnnc3)o2)ccc1Cl
 : -4	4	-4	98	-1	101	0	-2	-1	101	5
CCN1C(=O)/C(=C\c2ccc3c(c2)OCO3)C(C(=O)OC)=C1C
 : -1	24	0	99	1	107	0	0	-1	98	-25
COc1ccc(NC(=O)Cc2c[nH]c3ccccc23)cc1S(=O)(=O)N1CCOCC1
 : -11	14	-8	?	-9	99	-13	-16	-10	100	-28
Cc1ccccc1-n1c(SCC(=O)N/N=C/c2c(C)nn(-c3ccccc3)c2C)nc2ccccc2c1=O
 : 3	12	-5	100	-1	97	-7	0	-6	102	6
Cn1c(C2=C(O)CN(Cc3ccccc3)C2=N)[n+](C)c2ccccc21
 : -1	-10	1	102	1	101	-2	-4	-4	102	0
CCCCOc1ccc(/C(N)=N/O)cc1
 : 0	6	3	101	2	101	-3	-4	-13	101	0
Cc1cccc(N2CCN(S(=O)(=O)c3ccc(S(=O)(=O)N4CCCC4)cc3)CC2)c1C
 : -11	-9	-2	102	-2	105	-5	-6	-20	103	-34
COc1ccc(Cn2nnnc2C(c2ccc3ncccc3c2)N2CCN(C3CCCCC3)CC2)cc1 (centres undefined)
 : 0	6	1	101	3	102	0	0	-2	100	-5
CSc1ccc(/C=N/Nc2ccc(Cl)c(C(=O)O)c2)cc1
 : 1	16	-3	97	0	98	-2	-1	-2	90	-27
Cc1ccc(NC(=O)N2CCCC2)cc1Cl
 : 1	-1	6	111	0	111	3	-2	10	122	-22
Cc1cccc(NNC(=O)C2CCC2)c1
 : nt	14	nt	?	nt	109	nt	nt	nt	114	-8
C/C(N)=C(/C#N)C(=O)CSc1nc2ccccc2c(=O)n1-c1ccc(C)c(Cl)c1
 : -11	-302	-4	102	0	101	-6	-9	-17	104	-38
O=C1CSC(c2ccccc2[N+](=O)[O-])N1c1ccc(O)cc1 (centres undefined)
 : -1	-4	-5	98	-2	102	0	-5	-4	101	-2
Cc1ccccc1-n1ccnc1SCC(=O)NCc1ccco1
 : -4	21	-4	102	0	103	-6	-13	-7	99	-45
Cc1cc(Br)c(Cl)cc1NC(=O)CN1C(=O)C2C3CC(c4ccccc4)C(C3)C2C1=O (centres undefined)
 : 2	11	-1	100	0	107	-1	-5	7	105	-7
CCC(CC)NC(=O)/C=C/c1ccccc1Cl
 : -4	17	-4	102	-2	102	-7	-3	-1	100	-17
Cc1ccccc1-n1c(SC2CCOC2=O)nnc1-c1ccncc1 (centres undefined)
 : -1	0	1	97	-2	103	1	-4	-3	100	-7
O=C(Nc1ccc(Cl)cc1)C1CCC(=O)N1Cc1ccccc1Cl (centres undefined)
 : -9	35	-1	102	-3	104	-3	-9	-9	102	16
COc1ccc([N+](=O)[O-])c2c(=O)ccoc12
 : 4	11	0	99	0	102	1	2	1	103	-5
COc1ccc2[nH]c(N=Nc3ccccc3C)c(O)c2c1
 : 3	21	0	100	19	101	5	7	1	100	-5
Cn1cc(Br)c(C(=O)NNC(=O)c2ccc(Cl)cc2)n1
 : 0	7	-5	104	-5	105	-7	-4	-1	97	-33
O=C(CCN1C(=O)/C(=C/c2cccs2)SC1=S)NC1=NCCS1
 : -3	18	-5	95	-5	103	-5	-6	2	94	-33
CCn1c(COc2cccc3cccnc23)nnc1SCC(=O)O
 : -6	29	-2	102	0	104	-9	-6	-7	103	17
COc1cccc(C2=NOC(C(=O)N3CCN(C(=O)c4ccco4)CC3)C2)c1 (centres undefined)
 : -7	13	1	95	0	99	-4	-4	-6	96	-4
CC1=C(C)CC(C(=O)Nc2ccc(C(N)=O)cc2)C(C(=O)O)C1 (centres undefined)
 : -6	12	0	97	0	99	3	0	-2	96	-23
Cc1nc2ccccc2c(=O)n1/N=C/c1ccc(N(C)C)cc1
 : 1	10	-1	99	-3	100	0	-4	0	102	-41
O=[N+]([O-])c1cc(-c2cnc3ccccc3n2)ccc1Oc1ccc(Br)cc1
 : -16	10	0	103	-3	103	-15	-10	-21	102	-5
O=C(Nc1cccc(NC(=O)c2cccnc2)c1)c1cccnc1
 : -4	-6	2	106	0	101	1	-7	-12	105	-31
C=CCOC(=O)C1=C[C@@H](c2cn(C(C)=O)c3ccccc23)C[C@@H](OCCCCO)O1
 : -5	6	-1	95	0	98	0	-3	-3	102	-6
CC(C)Cn1c(-c2ccccc2)nc2ccccc2c1=O
 : -6	14	-4	100	-2	104	-1	-5	-3	103	0
COC(=O)C(CCSC)NC(=O)c1cc2c(n(-c3ccccc3)c1=O)CCCC2=O (centres undefined)
 : 0	8	-1	103	-2	100	-1	0	-4	99	-54
CCC(NC(=O)c1ccccc1NC(=O)c1ccco1)C(=O)NC1CCCCC1 (centres undefined)
 : -2	-8	-3	99	-2	96	-3	-3	0	98	-17
O=C(Nc1ccccc1)c1ccc(N2CCN(c3ccccc3)CC2)c(S(=O)(=O)N2CCOCC2)c1
 : -14	-257	-1	102	-8	103	-6	-10	-12	98	-22
COc1cccc(C2=CC(c3ccccc3)n3nnnc3N2)c1 (centres undefined)
 : -1	19	-4	101	1	101	-4	-5	0	102	-5
Cc1ccnc(SCc2cn3c(C)cc(C)nc3n2)n1
 : -1	23	0	?	-2	99	-4	11	-2	99	-30
CC(=O)OC(C(=O)NC1CCCCC1)c1cccc(F)c1 (centres undefined)
 : -5	-15	-1	99	0	98	-3	-2	-6	97	-15
O=C(c1ccco1)N(CCC(c1ccccc1)c1ccco1)Cc1ccco1 (centres undefined)
 : 0	62*	-1	14*	2	12*	-2	3	0	23*	-9
Cc1cccc2c(=O)c(C(=O)N3CCCCCC3)c[nH]c12
 : -1	-16	-1	101	-1	99	0	0	1	100	7
CCOC(=O)CC1C(=O)NCCN1C(=O)c1cc2c(=O)n3cccc(C)c3nc2s1 (centres undefined)
 : -5	16	1	98	0	101	-5	-3	-9	100	0
COc1ccc(-c2cc(=O)c3cc(F)ccc3[nH]2)cc1
 : 0	-17	-4	103	-1	104	-2	-4	-1	103	3
Cc1ccc(S(=O)(=O)N2CCCC2C(=O)Nc2nccs2)cc1 (centres undefined)
 : -2	25	1	101	-1	104	-1	-3	-5	102	26
O=C(CSc1ncccn1)NC(=O)c1ccccc1
 : 0	-1	0	106	0	106	-2	-6	-4	103	-21
O=C(O)CSCCc1ccccn1
 : 2	2	-3	98	0	99	0	1	-2	100	-10
CC(C)NS(=O)(=O)c1ccc(OCC(=O)NCc2ccco2)cc1
 : 1	10	3	102	5	98	3	4	5	100	-16
CC12C(=O)N(n3cnnc3)C(=O)C1C1C=CC2C1 (centres undefined)
 : -6	nt	-1	101	-5	100	-11	-9	-13	99	-8
Cc1nc(C(=O)NCC(=O)c2ccc(Cl)cc2)c(C(F)(F)F)o1
 : nt	5	nt	?	nt	101	nt	nt	nt	96	9
O=C(CSc1ccsc1[N+](=O)[O-])NC1CCCC1
 : 3	16	0	102	4	100	0	4	6	103	-35
Cc1cc(/C=C2/NC(=O)N(c3ccccc3)C2=O)c(C)n1-c1cccnc1
 : -1	8	-1	99	-3	99	-7	-9	-1	100	-19
CC1CN(C(=O)c2cc3cc(Cl)cc(Cl)c3oc2=O)CC(C)O1 (centres undefined)
 : -11	-3	-2	101	-4	102	-10	-7	-24	101	-19

Going on with the list:
Each structure is followed by: Bcl-2 Bim block	Mcl1 Noxa PPI	Bcl-W Bim block	RGS7-Gao	Bim-Mcl-1	RGS8-Gao reg	Bcl-XL Bim block	Bcl-B Bim block	Bfl-1 Bim block	RGS4-Gao reg	Mcl1-Bid inh
CC12CN3CCN(CC(C3)/C1=N\NC(=O)c1ccccc1N)C2
 : nt	16	nt	?	nt	105	nt	nt	nt	109	-22
O=C(Cn1c(-c2ccccc2)noc1=O)N1CCC(Cc2ccccc2)CC1
 : 0	15	-2	106	40*	104	1	5	6	104	10
O=C(O)/C=C/c1cn(Cc2ccccc2)nc1-c1ccc(Cl)cc1
 : -3	11	-3	101	-1	103	-3	-1	-1	103	-15
CC(=O)c1nc(N2C(=O)CC(Cc3ccccc3)C2=O)sc1C (centres undefined)
 : -7	-14	-4	102	-21	99	-4	-5	-14	98	-53
COc1ccccc1-c1nc(SCC(=O)O)n[nH]1
 : -12	10	0	95	0	101	-1	-9	-11	99	19

Screening results as filed in PubChem BioAssay.
